Yeast superoxide: reduction of superoxide in aged yeast, primary screen, HTS | S. cerevisiae aged cells, superoxide DHE fluorescence; active compounds read low | superoxide response (% of plate mean), % at 10 µM | 0.18% of 330,000 active;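 active = superoxide response under a set limit, about three screen SD below normal, cut at about 65% in these data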;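 also: yeast aged for seven days with compound at 30 °C before DHE staining; 100% = average MFI of all compound-treated wells on the plate with controls excluded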
GLD-1 TGE inh: GLD-1/TGE RNA complex disruptors, primary screen, biochemical, fluorescence polarization | 0.44% of 320,000 active | inhibition, % at 5.96 µM | AID 2280, 2010 | purified GLD-1 + fluorescein TGE RNA;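 active = percent inhibition above a per-plate cutoff, the plate mean of test compounds plus 3 SD, cut at about 30% in these data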;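 also: 0% = DMSO wells with GLD-1 and probe and 100% = wells lacking GLD-1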
BCLXL inh: inhibitors of human Bcl-xL, primary screen, biochemical, fluorescence polarization, HTS; Bcl-2-like protein 1 (Homo sapiens), Q07817; 0.7% of 320,000 active; inhibition, % at 10.9 µM; GST-Bcl-xL / FITC-Bim BH3 peptide fluorescence polarization;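 active = inhibition above the mean of all tested compounds plus 3 SD, cutoff set per campaign, cut at about 30% in these data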;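 also: 0% = DMSO wells and 100% = unlabeled Bim-BH3 peptide competitor; inhibitors lower millipolarization by displacing the labeled peptide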
VLA-4 inh: inhibition in human VLA-4 binding assay, primary screen, VLA-4 allosteric modulator project, MLPCN library, flow cytometry, VLA-4 expressing cells; ligand binding flow cytometry; inhibition, % (about 7 µM as worked out from the volumes in the protocol); 0.2% of 330,000 active; AID 2557, 2010; in the data active = inhibition above about 50%
CIT2 TOR yeast: modulators of CIT2-GFP expression in yeast, primary screen, S. cerevisiae, GFP fusion, multiplex flow cytometry, MLPCN library | GFP response vs DMSO, % at 10 µM | 0.065% of 320,000 active | S. cerevisiae CIT2-GFP strain, 3 h; 100 means same as DMSO wells;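 active = GFP response relative to DMSO above a set limit, near the screen mean plus 3 SD, cut at about 150% in these data; inconclusive = Fewer than 70 cells measured for a yeast strain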;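 also: ratio of well median GFP fluorescence to mean of DMSO wells on the plate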
MCL1-BIM inh: inhibitors of MCL1 binding to BIM-BH3, primary screen, biochemical, fluorescence polarization; Induced myeloid leukemia cell differentiation protein Mcl-1 (Homo sapiens), Q07820; GST-MCL1 / FITC-Bim-BH3 fluorescence polarization; inhibition, % at 10.9 µM; 0.68% of 320,000 active;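 active = inhibition above the mean inhibition of all tested compounds plus 3 SD, set per campaign, cut at about 40% in these data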;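 also: 0% = DMSO wells and 100% = unlabeled Bim-BH3 peptide control; higher means more loss of mP so more displacement of Bim peptide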
Target sequence (Q07820 whole entry, looked up): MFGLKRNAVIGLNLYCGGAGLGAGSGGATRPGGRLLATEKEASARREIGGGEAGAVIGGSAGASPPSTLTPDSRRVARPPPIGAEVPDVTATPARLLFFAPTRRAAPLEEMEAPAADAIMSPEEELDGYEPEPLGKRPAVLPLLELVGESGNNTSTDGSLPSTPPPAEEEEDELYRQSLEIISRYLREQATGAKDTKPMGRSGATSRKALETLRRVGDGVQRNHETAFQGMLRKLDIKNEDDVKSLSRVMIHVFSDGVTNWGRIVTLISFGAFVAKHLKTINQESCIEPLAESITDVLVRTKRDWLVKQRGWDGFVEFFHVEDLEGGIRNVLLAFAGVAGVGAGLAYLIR
AGP1-GFP MLPCN: modulators of AGP1-GFP expression in yeast TOR pathway, primary screen, cell-based, multiplex flow cytometry, S. cerevisiae, MLPCN library; 3 h; GFP as percent of DMSO wells; GFP response vs DMSO, % at 10 µM; 0.02% of 320,000 active; AID 2066, 2009;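 active = GFP response relative to DMSO above a set limit, near screen average plus 3 SD, cut at about 150% in these data; inconclusive = fewer than 70 cells counted for the yeast strain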;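 also: median GFP channel fluorescence of the gated AGP1 strain per well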
MEX-5 binding: MEX-5 zinc finger RNA-binding disruptors – biochemical, C. elegans, fluorescence polarization, MLPCN library, primary screen; 0.38% of 300,000 active; MEX-5/FITC-TCR2 RNA binding; active compounds read low; activity score (negative = inhibition of binding), % at 10 µM;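 active = inhibition past about -25% in most replicates, and total fluorescence under double the plate's negative control median, limit read from the data; inconclusive = replicates evenly split on the limit, or fluorescence at least double controls; inactive = too little inhibition in most replicates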;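 also: 0% = DMSO and -100% = 5 µM competing unlabeled TCR2 RNA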
GRK2 inh: compounds blocking aptamer binding on GRK2 – biochemical, human GRK2, bead flow cytometry, HTS, primary screen | Beta-adrenergic receptor kinase 1 (Homo sapiens), P25098 | FAM-aptamer displacement from GRK2 | inhibition of aptamer binding, % at 10 µM | 0.59% of 330,000 active | AID 488847, 2010;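 active = inhibition of aptamer binding above 40%, roughly 3 SD of noise, on plates passing a quality check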;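 also: median bead fluorescence of bound FAM aptamer so fluorescent compounds give negative values; no value below 0 was filed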
Target sequence (P25098 whole entry, looked up): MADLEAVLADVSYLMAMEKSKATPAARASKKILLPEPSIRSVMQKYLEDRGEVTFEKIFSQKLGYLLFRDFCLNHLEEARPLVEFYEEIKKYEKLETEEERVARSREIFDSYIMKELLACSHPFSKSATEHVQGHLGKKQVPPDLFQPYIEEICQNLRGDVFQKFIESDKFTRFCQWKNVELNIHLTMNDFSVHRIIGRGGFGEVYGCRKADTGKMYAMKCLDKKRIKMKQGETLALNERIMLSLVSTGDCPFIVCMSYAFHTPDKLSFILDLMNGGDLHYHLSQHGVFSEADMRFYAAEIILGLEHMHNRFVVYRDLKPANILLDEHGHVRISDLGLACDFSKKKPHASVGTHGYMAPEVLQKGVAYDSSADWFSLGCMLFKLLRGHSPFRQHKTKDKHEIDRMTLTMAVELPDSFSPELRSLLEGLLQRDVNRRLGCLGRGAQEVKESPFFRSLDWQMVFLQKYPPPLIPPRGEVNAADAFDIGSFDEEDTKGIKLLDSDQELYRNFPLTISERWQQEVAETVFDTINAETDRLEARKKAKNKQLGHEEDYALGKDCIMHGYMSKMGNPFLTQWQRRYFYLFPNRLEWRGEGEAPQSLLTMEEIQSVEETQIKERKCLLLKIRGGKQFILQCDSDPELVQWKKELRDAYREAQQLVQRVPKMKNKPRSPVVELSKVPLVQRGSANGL
Active calls of the source: *; u = inconclusive; x = not tested or not shown.

SMILES	Yeast superoxide	GLD-1 TGE inh	BCLXL inh	VLA-4 inh	CIT2 TOR yeast	MCL1-BIM inh	AGP1-GFP MLPCN	MEX-5 binding	GRK2 inh
O=C(N1CCC(n2nc(-c3ccccc3)oc2=O)CC1)C1(c2ccc(Cl)cc2)CC1	114	-10	-2	1	99	-8	102	1.1	5
Cc1cc(C)c(/C=N/NC(=O)c2nnn(-c3nonc3N)c2COc2ccc(F)cc2)c(C)c1	102	0	3	12	95	4	110	2.1	2
Cc1cc(/C=N/NC(=O)c2ccsc2)c(C)n1-c1cnccn1	95	5	5	5	96	10	99	-0.2	0
O=C(Nc1nnc(-c2ccccc2Cl)o1)c1ccc(S(=O)(=O)N2CCCCCC2)cc1	106	0	3	-4	102	1	104	-2.4	3
CN1C(=O)C(CCC(=O)O)NC1=S (centres undefined)	100	8	-4	1	95	-10	102	x	0
N#CC1=C(N)C2=CCCC[C@H]2[C@H](c2cccc(F)c2)C1(C#N)C#N	97	37*	44*	-1	111	45*	108	-14	0
Cc1cc(C)cc(C(=O)OCC(=O)N2CCCCCC2)c1	88	5	1	8	96	-7	99	x	0
O=C(NCC1CCCO1)c1cccc(S(=O)(=O)Nc2ccc(SC(F)F)cc2)c1 (centres undefined)	111	5	6	3	92	5	91	x	0
COc1ccccc1NC(=S)N1CCC(C(=O)c2ccc(F)cc2)CC1	93	4	2	3	78	7	98	-2.5	2
CCOC(=O)C1CCN(S(=O)(=O)c2ccc3c4c(cccc24)C(=O)N3)CC1	89	8	2	4	100	3	100	1.6	0
C[C@H](NC(=O)c1nc[nH]c1C(=O)NC1CCN(C(=O)OC(C)(C)C)CC1)C(=O)OC(C)(C)C	107	3	-2	9	91	5	96	-1.6	1
CCOC(=O)C1CCN(Cc2ccc(O)c3ncccc23)CC1	102	5	4	9	96	9	94	1.6	4
O=C(CSc1nc2ccccc2c(=O)[nH]1)N1CCN(c2ccccc2)CC1	80	-4	-3	1	100	-3	105	1.2	1
COC(=O)C(C)Sc1nc2c(cnn2-c2ccc(C)cc2)c(=O)[nH]1 (centres undefined)	91	-3	9	-12	105	10	103	1.9	0
O=C(c1ccc2c(c1)OCCO2)N1CCN(c2ccccn2)CC1	88	4	3	-17	110	1	103	-1.3	0
COc1ccc(CCNC(=O)c2cc(-c3ccc4c(c3)OCO4)on2)cc1OC	95	3	4	-13	114	7	119	-0.7	0
CC1=NN(C(=O)COc2ccccc2)C(O)(c2ccccc2)C1 (centres undefined)	104	6	3	0	92	10	92	1.5	0
Cn1c(SCc2ccc(Cl)cc2Cl)nc(C(F)(F)F)cc1=O	105	1	5	-6	105	9	104	-2.5	3
CCC(C(=O)Nc1cccc(C(=O)O)c1C)c1ccccc1 (centres undefined)	94	-2	3	10	89	0	92	3.3	0
COc1ccc(CCN(C(=O)C(F)(F)F)C(C(=O)NC2CCCCC2)c2ccc(C)s2)cc1OC (centres undefined)	93	5	-4	13	91	-1	95	-1.0	1
O=c1c2ccccc2ncn1-c1ccc([N+](=O)[O-])cc1Cl	103	-1	4	-1	105	5	108	1.3	1
Cc1ccccc1CN1CCNC1=O	101	1	1	4	109	5	108	0.2	1
O=C(O)c1cccc(CSc2nc(-c3ccc(Cl)cc3)cc(C(F)(F)F)n2)c1	108	-5	12	x	105	9	99	1.5	0
O=C(O)c1ccccc1C(=O)Nc1ccccn1	94	-1	5	-2	104	2	97	1.1	1
Cc1cc(NS(=O)(=O)c2ccc(NC(=O)/C=C/c3cccc(Cl)c3)cc2)no1	84	-3	9	0	103	8	100	1.3	0
The results go on.
SMILES	Yeast superoxide	GLD-1 TGE inh	BCLXL inh	VLA-4 inh	CIT2 TOR yeast	MCL1-BIM inh	AGP1-GFP MLPCN	MEX-5 binding	GRK2 inh
COCCn1c(SCC(=O)Nc2ccc(NC(C)=O)cc2)nc2ccccc2c1=O	51*	9	-5	10	93	-1	97	1.2	2
C=C(C)C1CC=C(C)/C(=N/Nc2ccccc2[N+](=O)[O-])C1 (centres undefined)	98	1	4	19	97	1	99	-0.4	1
COc1ccc(NC(=O)N2CCN(C(=O)c3ccco3)CC2)c(OC)c1	102	1	-2	-6	94	5	98	0.2	0
Cn1c(=O)c2c(nc3n2CC(O)CN3c2ccc(O)cc2)n(C)c1=O (centres undefined)	100	-1	4	7	102	12	105	-2.3	3
CCCc1nc2c(C)cc(C)cc2c(N)c1CC	79	2	-1	24	93	2	95	0.4	0
CC(=O)N1CCN(c2ccc(NC(=O)c3ccc(Cl)c(Cl)c3)cc2)CC1	87	6	5	12	104	6	102	-2.8	0
Cc1cc(-c2n[nH]c(=S)n2-c2ccc(C)c(C)c2)no1	109	-3	-5	11	97	-22	99	0.1	0
Cc1ccc(C(=O)NC(=S)Nc2ccc(CN3CCOCC3)cc2)cc1	95	1	5	14	102	11	105	-1.6	1
Cc1c(-n2c(SCC(=O)NC(C)C)nc3ccccc3c2=O)c(=O)n(-c2ccccc2)n1C	90	-8	2	3	105	-1	102	1.4	0
NC1(C#Cc2ccc3c(=O)c4ccccc4sc3c2)CCCCC1	83	1	x	-16	72	x	88	x	0
CCc1ccccc1NC(=S)N(CCOC)C(C)c1ccco1 (centres undefined)	95	-1	2	5	100	4	104	-0.4	0
Cc1ccc(S(=O)(=O)NN2C(=O)c3ccccc3NC2c2ccccc2)cc1 (centres undefined)	101	3	4	-45	95	2	105	-0.3	0
Cc1ccc([N+](=O)[O-])cc1N=Nc1c(C)[nH]n(C(N)=S)c1=O	106	0	4	17	105	7	101	1.6	0
COC(=O)[C@@]1(C)CC[C@]2(C)CC[C@@]3(C)C(=CC(=O)C4[C@@]5(C)CC[C@H](O)C(C)(C)[C@@H]5CC[C@]43C)[C@H]2C1 (some centres undefined)	99	0	4	-8	92	1	99	-1.9	0
CCN(CC)C(=O)Cn1cc(S(=O)(=O)CC(=O)NCc2ccccc2)c2ccccc21	71	9	1	13	104	-5	108	-0.9	1
CCCS(=O)(=O)c1nc(S(=O)(=O)c2ccc(C)cc2)c(NCCCN2CCCC2=O)s1	96	7	4	-2	110	0	103	-0.6	2
Cc1cccc(C)c1Nc1nnc(SCC(=O)NC2CCS(=O)(=O)C2)s1 (centres undefined)	106	3	-7	8	97	-5	99	-3.4	0
Cc1ccsc1C1C2=C(CC(C)(C)CC2=O)Nc2ncnn21 (centres undefined)	81	5	2	11	93	8	102	0.0	1
CC(C)CC1NC(=O)N(CC(=O)Nc2ccc3c(c2)CCC3)C1=O (centres undefined)	95	-5	1	5	97	-1	96	0.3	3
NC(=O)CC(NC(=O)c1ccccc1)c1ccc(NCc2ccccc2)c([N+](=O)[O-])c1 (centres undefined)	104	4	10	13	74	8	85	-2.8	2
O=C(CNC(=O)c1cccnc1)N=Nc1c(O)[nH]c2c(Br)cc(Br)cc12	105	-2	0	3	100	-1	100	-0.7	0
Cc1ccc(-c2nnc(N3CC(C)OC(C)C3)c3ccccc23)cc1 (centres undefined)	99	-5	-2	7	90	-1	101	1.0	0
O=C(CCS(=O)(=O)c1ccc(Br)s1)NC1CCCC1	93	-3	2	-6	101	3	94	-0.6	2
Cc1cc(C(=O)N(C2CCCCC2)C2CCCCC2)no1	102	-6	5	-3	95	1	93	-1.5	0
Cc1nc(C(=O)NC2CCCCC2)sc1C1(C)CC(c2cccc([N+](=O)[O-])c2)=NO1 (centres undefined)	93	6	6	0	101	-3	101	0.9	2
(more compounds)
SMILES	Yeast superoxide	GLD-1 TGE inh	BCLXL inh	VLA-4 inh	CIT2 TOR yeast	MCL1-BIM inh	AGP1-GFP MLPCN	MEX-5 binding	GRK2 inh
O=C(NCc1ccco1)C1CCC(N2C(=O)C3C4CCC(C4)C3C2=O)CC1 (centres undefined)	105	-6	1	16	92	-4	92	0.1	0
CCCCn1c(-c2ccccc2)cnc1SCC(=O)NCCc1ccc(OC)c(OC)c1	89	1	6	-1	98	5	100	-1.7	0
CCOc1ccc(S(=O)(=O)Nc2ccc(S(=O)(=O)N3CCCC3)cc2)cc1	95	0	4	4	97	0	95	-0.4	0
Cc1sc(/N=C/c2ccccc2O)c(C#N)c1C	102	9	8	18	97	3	98	4.6	0
CCN1C(=C(C#N)C#N)C=Cc2ccccc21	99	-5	4	4	93	-1	92	u	0
CCc1ccc(CCC(=O)Nc2ccc(Cl)cc2)o1	96	3	-1	0	98	7	97	1.9	0
CCc1nc(N(CC)CC)c2oc3ccccc3c2n1	89	6	6	3	113	5	114	2.3	2
COC(CN(C(=O)CCl)C(C(=O)NC1CCCCC1)c1ccc(C)cc1)OC (centres undefined)	90	4	-2	16	89	-12	94	2.7	3
Cc1nc2ccc(NC(=O)Cc3c(F)cccc3Cl)cc2s1	84	4	-2	12	91	-9	96	-0.2	0
O=C(CSc1ccc2nnc(-c3ccc(F)cc3)n2n1)NCC1CCCO1 (centres undefined)	97	6	2	23	97	-10	98	1.3	1
COc1ccc(Nc2nc(N)nc(CSc3nccn3C)n2)cc1	132	3	1	13	97	8	99	-1.6	0
CCOC(=O)c1ccc(NC(=S)NN)cc1	104	1	4	14	101	4	102	-1.2	0
O=C(Nc1ccc(Cl)cc1)Nc1ccccc1CC[N+](=O)[O-]	111	-3	4	-2	96	6	102	-2.5	0
O=C(Nc1ccccc1)C1=C[C@@H](C2CCCCC2)C[C@@H](OCc2ccc(CO)cc2)O1	x	-4	3	x	x	1	x	1.5	x
COc1cccc(-c2nc(COc3ccc(Cl)cc3Cl)no2)c1	91	6	5	35	99	4	106	x	5
Cn1nnnc1SCCNCc1ccc(Cl)cc1	98	12	3	4	113	11	x	-2.0	0
CC(C)OC(=O)c1cccc(C(=O)O)n1	92	-4	1	-18	105	6	101	-4.1	1
Cc1coc2c1c(C)cc1oc(=O)c(CC(=O)N[C@@H](C)C(=O)O)c(C)c12	99	x	x	10	107	x	96	0.2	1
CN(C)CCC#CC1(O)c2ccccc2-c2ccccc21	99	7	4	16	108	4	105	-0.7	0
COc1ccc(-n2c(SCC(N)=O)nnc2-c2ccc(NS(=O)(=O)c3ccc(C)cc3)cc2)cc1	84	1	-3	3	102	-3	105	1.0	1
CC(C)N(C)C1CCN(S(=O)(=O)c2ccc(-c3ccc(=O)[nH]n3)s2)CC1	81	-1	2	8	99	2	100	1.0	0
CCCc1nnc(NC(=O)CCN2C(=O)c3ccccc3C2=O)s1	115	-1	4	0	101	5	100	0.3	0
CCOc1cc(/C=C2\SC(=Nc3ccc(CC)cc3)NC2=O)ccc1OCC(=O)O	96	-6	7	-6	84	7	99	-44*	11
Cc1cc(NC(=O)c2ccc3c(c2)OCO3)no1	103	3	-3	0	106	3	99	2.4	0
COc1cc2c(-c3ccccc3O)nc3c(c(C)nn3-c3ccccc3)c2cc1OC	93	2	7	16	96	9	100	0.9	4

Source: PubChem BioAssay
